# Screens: PubChem BioAssay, National Center for Advancing Translational Sciences (NCATS)
# Apoferritin bind: qHTS Assay for Identification of Novel General Anesthetics. Ferritin light chain (Equus caballus), P02791. apoferritin/1-aminoanthracene competitive binding, fluorescence. Potency, µM (highest dose often 77.5 µM), for inactives: top-dose activity change, negative = displacement, usual class: inhibitors. actives 0.074% (n = 350,000). AID 485281, 2010; note: % is set by controls: 0 for no effect and ±100 for the full control effect; nearly all actives have a fitted effect of over 20% in size
# Target sequence (P02791 2-175 limits assumed): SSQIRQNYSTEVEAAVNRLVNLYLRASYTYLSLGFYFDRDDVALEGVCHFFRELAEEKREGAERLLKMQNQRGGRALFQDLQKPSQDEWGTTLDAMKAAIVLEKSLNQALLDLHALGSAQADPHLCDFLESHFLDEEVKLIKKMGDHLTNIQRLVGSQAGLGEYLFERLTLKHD
#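 In PBS, apoferritin at 10 uM is loaded with 1-AMA from a 50% saturated solution. After 10 min of compound exposure at ambient temperature, reduced 535 nm fluorescence indicates probe displacement.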
# POLH inh: qHTS for Inhibitors of Polymerase Eta; AID 588591, 2011; actives 1.2% (n = 390,000); Potency, µM (highest dose often 114 µM), for inactives: at the highest dose activity change, negative = inhibition, most hits filed as inhibitors; DNA polymerase eta (Homo sapiens), Q9Y253; recombinant Pol eta, fluorescent DNA replication assay; note: % is set by controls: 0 for no effect and ±100 for the full control effect
#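 Fluorescent replication assay: 50 nM final substrate added after a 15 min room-temperature compound preincubation with 10 nM enzyme. Signal taken at 0 min and again at 10 min.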
# APE1 inh: qHTS Assay for Inhibitors of the Human Apurinic/apyrimidinic Endonuclease 1 (APE1) | DNA repair nuclease/redox regulator APEX1 (Homo sapiens), P27695 | recombinant APE1, TAMRA/BHQ-2 abasic DNA cleavage fluorescence | Potency, µM (highest dose often 65.8 µM), for the others: top-dose activity change, negative = inhibition, actives largely listed as inhibitors | actives 0.35% (n = 350,000);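 note: plate controls were vehicle for no effect and reference inhibitor for full effect; nearly all actives have a fitted effect of over 55% in size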
#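 Measures dequenching upon AP-site incision of a 5'-TAMRA/3'-BHQ-2 THF-containing duplex, 50 nM; human APE1 0.75 nM after 15 min room-temperature exposure to compound; kinetic three-point read at one-minute spacing.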
# BLM inh: qHTS Assay for Inhibitors of Bloom's syndrome helicase (BLM); Potency, µM (doses to about 56.1 µM), without a hit: at the highest dose activity change, negative = inhibition, actives largely listed as inhibitors; actives 0.2% (n = 350,000); AID 2528, 2010; recombinant BLM DNA unwinding, fluorescence dequenching;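 note: plate controls were vehicle for no effect and no enzyme for full effect; nearly all actives have a fitted effect of over 35% in size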
# POLB inh: qHTS Assay for Inhibitors of DNA Polymerase Beta | Pol beta primer extension/strand displacement, fluorescence kinetic | Potency, µM (series often up to 114 µM), for inactives: at the highest dose activity change, negative = inhibition, usual class: inhibitors | actives 1.3% (n = 340,000) | AID 485314, 2010; note: % is set by controls: 0 for no effect and ±100 for the full control effect
#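 Human Pol beta at 10 nM; strand-displacement substrate 50 nM final. Compound exposure 15 min at room temperature before start, reaction 10 min at room temperature.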
# BAZ2B block: qHTS Assay for Inhibitors of BAZ2B. Bromodomain adjacent to zinc finger domain protein 2B (Homo sapiens), Q9UIF8. actives 4.4% (n = 360,000). Potency, µM (top dose mostly 114 µM), without a hit: top-dose activity change, negative = inhibition, most hits filed as inhibitors. AlphaScreen BAZ2B-H3K14Ac peptide displacement; note: % is set by controls: 0 for no effect and ±100 for the full control effect; nearly all actives have a fitted effect of over 60% in size
#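 Complex of BAZ2B and biotin-H3K14Ac (50 nM apiece) forms over 30 min at RT, then faces library compounds up to 110 uM for another 30 min; AlphaScreen beads added, 20 min dark incubation, luminescence read.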
# Pol kappa inh: qHTS for Inhibitors of Polymerase Kappa | purified Pol kappa, fluorescent DNA synthesis assay, 10 min | actives 0.53% (n = 400,000) | Potency, µM (doses to about 107 µM), for the others: at the top dose activity, negative = inhibition, usual class: inhibitors | DNA polymerase kappa (Homo sapiens), Q9UBT6; note: % is set by controls: 0 for no effect and ±100 for the full control effect
# Target sequence (Q9UBT6 whole entry, looked up): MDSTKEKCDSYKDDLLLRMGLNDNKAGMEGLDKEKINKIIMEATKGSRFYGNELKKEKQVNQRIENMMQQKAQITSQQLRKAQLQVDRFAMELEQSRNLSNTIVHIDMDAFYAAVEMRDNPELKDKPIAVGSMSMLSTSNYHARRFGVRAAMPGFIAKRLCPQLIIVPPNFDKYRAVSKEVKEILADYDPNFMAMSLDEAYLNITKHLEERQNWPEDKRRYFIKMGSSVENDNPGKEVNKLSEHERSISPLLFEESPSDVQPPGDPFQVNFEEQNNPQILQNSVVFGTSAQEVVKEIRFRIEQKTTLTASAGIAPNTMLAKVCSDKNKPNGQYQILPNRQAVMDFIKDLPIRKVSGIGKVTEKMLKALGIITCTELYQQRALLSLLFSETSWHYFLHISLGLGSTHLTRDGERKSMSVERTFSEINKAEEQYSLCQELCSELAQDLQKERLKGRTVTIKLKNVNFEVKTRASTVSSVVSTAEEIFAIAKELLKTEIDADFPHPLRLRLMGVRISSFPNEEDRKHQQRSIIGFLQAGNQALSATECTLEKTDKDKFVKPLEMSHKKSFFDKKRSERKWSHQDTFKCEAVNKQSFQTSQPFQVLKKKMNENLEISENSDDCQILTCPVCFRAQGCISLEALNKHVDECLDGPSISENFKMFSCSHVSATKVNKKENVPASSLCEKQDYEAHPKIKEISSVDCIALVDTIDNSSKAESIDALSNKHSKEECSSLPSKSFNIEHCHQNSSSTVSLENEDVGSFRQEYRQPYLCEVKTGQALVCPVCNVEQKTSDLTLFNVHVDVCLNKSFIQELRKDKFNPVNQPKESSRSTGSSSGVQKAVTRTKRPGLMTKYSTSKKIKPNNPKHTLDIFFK
#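 Kinetic fluorescence readout at 0 and 10 min followed reaction start with substrate at 50 nM final. Beforehand, enzyme (10 nM Pol kappa) stood 15 min with compound at room temperature; buffer-only wells were negative controls.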
# G9a inh: qHTS Assay for Inhibitors of Histone Lysine Methyltransferase G9a; G9a H3K9 monomethylation, AlphaScreen, 2 h; Potency, µM (doses to about 102 µM), for the others: top-dose activity, negative = inhibition, hits mostly inhibitors; actives 8.8% (n = 350,000); note: % is set by controls: 0 for no effect and ±100 for the full control effect; nearly all actives have a fitted effect of over 75% in size
#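 Signal arises when biotinylated H3K9 peptide, once monomethylated, bridges streptavidin donor and antibody-captured acceptor beads. Enzyme at 20 nM was preincubated 15 min with test compounds; peptide 500 nM and SAM 20 uM then reacted for 2 h.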
# Pol iota inh: qHTS for Inhibitors of Polymerase Iota | Pol iota fluorescent replication assay, 10 min | Potency, µM (top dose mostly 115 µM), inactives show top-dose activity, negative = inhibition, usual class: inhibitors | actives 1% (n = 390,000)
#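 Fluorescent replication assay read twice, at 0 min and 10 min after adding 50 nM (final) substrate. Enzyme (10 nM) and compounds were first incubated 15 min at room temperature; enzyme-free buffer wells were negative controls.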
# Active calls of the source: *; ? = inconclusive; . = not tested or not shown; & = joins results of further samples; [ ] = another dose, or the depositor's remark. Calls come from the whole dose curve; as a rule, active = well fitted curve in the direction sought with a large enough effect; inconclusive = small, poorly fitted or top-dose-only effect, or another doubt; inactive = no such curve, though single readings can be large; an effect the other way counts as inactive or inconclusive. Potency is the fitted concentration of half-maximal effect.
SMILES,Apoferritin bind,POLH inh,APE1 inh,BLM inh,POLB inh,BAZ2B block,Pol kappa inh,G9a inh,Pol iota inh
COC(=O)C1CCN(S(=O)(=O)c2cc3c4c(c2)CC(=O)N4CCC3)CC1,6%,-7%,.,1%,22%,-7%,-4%[60.1 µM],5%[59 µM],17%
Cc1ccc2ccccc2[n+]1CCCS(=O)(=O)[O-],-9%,5%,-7%,0%,-17%,-29%,-28%,50µM*,?
Cn1c(CNC(=O)c2ccc(F)cc2)cc2ccccc21,-10%,-5%,8%,-2%,30%,-6%,-19%,.,-17%
Cc1ccc2cc(CN(CCCN(C)C)C(=S)NCc3ccccc3)c(=O)[nH]c2c1C,-4%,-6%,10%,-8%,3%,?,-9%,-9%,39%[activator]
CCC(=O)N1CCN(c2ccccc2NC(=O)COc2cc(C)ccc2C(C)C)CC1,-9%,-5%,-6%,-5%,-25%,-23%,-11%,-26%[59 µM],2%
Cc1ccc(C(=O)Nc2ccc3oc(-c4cc(Br)ccc4Cl)nc3c2)cc1,-2%,-9%,.,-5%,?,1%,4%,-27%[59 µM],-12%
COc1ccccc1NC(=O)c1ccc(NC(=O)CN2C(=O)CN(C)C2=O)cc1,-3%,-3%,-4%,-1%,-7%,-16%,-21%,-5%,14%
O=C(OCc1ccc(Cl)cc1Cl)c1cccnc1Cl,?,-7%,-1%,1%,26%,-50%,-3%,22%[0.0925 µM],0%
CC(=O)c1cccc(NC(=O)COC(=O)CCC(=O)c2ccc(F)cc2)c1,.,-13%,0%,.,.,.,-5%,.,33%[activator]
CCOC(=O)c1[nH]c2ccc(OC)cc2c1NC(=S)N1CCN(c2ccccn2)CC1,50%[activator],-7%,-5%,-1%,-27%,.,-1%,?,24%
CCOC(=O)C(CC)/C(C)=N\NC(=O)c1cccc(C)c1 (stereo unspecified),-14%,1%,7%,1%,12%,-15%,-1%,13%,-16%
CC(C)CCOc1ccc(C(=O)NCCC(=O)N2CCOCC2)cc1,-6%,-18%,2%,0%,2%,-1%,-7%,3%[12.7 µM],20%
O=C(Nc1ccc2nc3n(c(=O)c2c1)CCCCC3)c1c(F)ccc([N+](=O)[O-])c1F,-11%,16µM*,-5%,-11%,15%,-14%,8%,.,?
COCCSc1nc(N)c(NC(=O)c2ccc(OC)cc2)c(=O)[nH]1,2%,-18%,-9%,-6%,-2%,-9%,-14%,-28%,10%
CCC(=O)Nc1ccccc1C(=O)NC1CCCCC1,-15%,-10%,10%,0%,25%,8%,4%,9%,-8%
Cc1ccc(NC(=O)Cn2c(=O)n(Cc3ccc4c(c3)OCO4)c(=O)c3oc4ccccc4c32)cc1C,-3%,-12%,.,-12%,-13%,?,-26%,-33%[59 µM],14%
CNC(=O)CC1C(=O)N(Cc2ccccc2)C(=S)N1NC(=O)c1cccc(F)c1 (stereo unspecified),-1%,-2%,4%,-1%,7%,8%,-4%,2%[59 µM],23%
CC(C)n1nnnc1SCC(=O)c1c(N)n(C2CC2)c(=O)[nH]c1=O,.,9%,1%,.,.,-2%,0%,?,-8%
CN1CCN(C(=O)CN(c2cccc(Cl)c2)S(=O)(=O)c2ccccc2)CC1,-9%,-7%,-7%,-1%,15%,1%,-6%,-10%,7%
O=C(O)CC/C(=C\c1ccc2c(c1)OCO2)c1nc2ccccc2s1,-2%,-12%,27%,-8%,1%,1%,5%,14%,35%[activator]
Cc1ccc(C(=O)N/N=C\c2cccc(OC(=O)c3cccc(F)c3)c2)cn1,5%,-15%,22%,-5%,2%,0%,-5%,-23%,37%[activator]
CC(C)CNC(=O)NC1C(NC(=O)NCC(C)C)N(C)C(=O)N1C (stereo unspecified),-6%,-7%,3%,0%,-3%,-2%,-5%,5%,6%
O=C(N/C(=C/c1ccc(Br)cc1)C(=O)N1CCCC1=O)c1ccco1,-6%,-11%,-5%,-3%,-1%,8%,-11%,29%[12.7 µM],11%
COc1ccc(COc2cc(-c3cccc(OC)c3)nc3ccc(NC(C)=O)cc23)cc1,-13%&-5%,-16%,-8%&-7%,-8%[75.6 µM],1%,-9%,-16%[60.1 µM],1%[59 µM],-10%
Oc1ccccc1CNc1cccc2cccnc12,?,-3%,-2%,?,-13%,-37%,-3%,?,181%[activator]

# Among those listed so far, these have bromine:
SMILES,Apoferritin bind,POLH inh,APE1 inh,BLM inh,POLB inh,BAZ2B block,Pol kappa inh,G9a inh,Pol iota inh
Cc1ccc(C(=O)Nc2ccc3oc(-c4cc(Br)ccc4Cl)nc3c2)cc1,-2%,-9%,.,-5%,?,1%,4%,-27%[59 µM],-12%
O=C(N/C(=C/c1ccc(Br)cc1)C(=O)N1CCCC1=O)c1ccco1,-6%,-11%,-5%,-3%,-1%,8%,-11%,29%[12.7 µM],11%

# Next section:
SMILES,Apoferritin bind,POLH inh,APE1 inh,BLM inh,POLB inh,BAZ2B block,Pol kappa inh,G9a inh,Pol iota inh
CCOc1ccc(N2CC(C(=O)N3CCCCC3)CC2=O)cc1 (stereo unspecified),31%[activator],-11%,-2%[12.4 µM],0%,1%,9%,-1%,30%[59 µM],70%[activator]
CCOC(=O)C(NC(=O)Nc1cccc(C)n1)(OCC(F)(F)F)C(F)(F)F (stereo unspecified),-11%,-5%,-4%,-2%,1%,-6%,-13%,?,12%
O=C(Cc1ccccc1[N+](=O)[O-])NCc1ccc(Cl)cc1Cl,-6%,0%,-10%,-6%,8%[57.1 µM],10%,-7%,?,4%
COc1ccc(-c2ccc(-c3noc(C)n3)c(OC)n2)cc1,-9%,-10%,3%,-3%,3%,4%,-5%,-5%[12.7 µM],20%
CN(C)N=Nc1nc[nH]c1C(N)=O,.,-3%,4%,.,.,-11%,-6%,3%[59 µM],4%
CCOC(=O)C1=C(O)/C(=C\c2cc(C)n(-c3ccc(F)cc3)c2C)N=C1C,-15%,-10%,4%,-9%,-2%,?,-5%,?,116%[activator]
CC1C(C(=O)Nc2ccccc2)CCCC1(C)C(=O)O (stereo unspecified),-15%,-3%,-6%,-4%,11%,-19%,0%,-5%,13%
O=C1CCN(C2CCN(Cc3nc(Cc4ccccc4F)no3)CC2)CCN1,-6%,-1%,6%,-1%,44%,6%,-4%,8%,9%
COc1ccccc1OCc1nc(C#N)c(N2CCCC2)o1,-11%,-6%,2%,2%,-20%,-35%,-11%,5%,48%[activator]
CN(C(=O)CSc1nnc2n1CCCCC2)C1(C#N)CCCCC1,.,-19%,44%[activator],.,.,.,-6%,.,-4%
O=C(NNC(=O)C1CCCCC1)C(=O)NC1CCCCC1,-4%,1%,12%,1%,17%,1%,0%[60.1 µM],10µM*,17%
O=C(Cn1c(=O)n(CC2CCCO2)c(=O)c2ccccc21)Nc1cccc(Cl)c1 (stereo unspecified),-15%,-21%,.,-3%,30%,1%,14%,-1%[59 µM],13%
O=C(CSc1nc2c(c(=O)[nH]1)CN(Cc1ccc(F)cc1)CC2)Nc1cccc(C(F)(F)F)c1,-5%,-17%,.,-1%,14%,-5%,-5%,-3%[59 µM],19%
O=C(O)CC12CC3CC(C1)CC(n1cncn1)(C3)C2,-3%,-16%,-2%,-2%,32%,?,4%,9%[59 µM],44%[activator]
O=C(O)CCC(=O)Nc1nc(-c2ccccc2)cs1,-2%,-16%,1%,-1%,1%,-5%,-16%,24%[59 µM],-7%
CCCCc1nn2c(=O)cc(COC(=O)c3ccc(NC(=O)C4CCCCC4)cc3)nc2s1,-2%,19%,.,-4%,22%,-9%,-7%[60.1 µM],-14%[12.7 µM],-7%
COCCCN(C(=O)c1ccco1)c1nc(-c2cc(OC)ccc2OC)cs1,-11%,-12%,-4%,-7%,11%,2%,0%,25%,0%
CC(C)C(=O)Nc1cccc(C(=O)OCC(=O)c2ccc(Cl)cc2Cl)c1,-10%,-10%,-1%,-2%,-12%,-4%,-11%,-4%[59 µM],9%
Cc1cccc(C)c1OC(=O)CSc1nnc(-c2ccc3c(c2)OCO3)o1,-15%,-13%,.,-1%,5%,2%,4%,-8%[59 µM],17%

# Looked up by structure from above (4):
SMILES,Apoferritin bind,POLH inh,APE1 inh,BLM inh,POLB inh,BAZ2B block,Pol kappa inh,G9a inh,Pol iota inh
CCOC(=O)C1=C(O)/C(=C\c2cc(C)n(-c3ccc(F)cc3)c2C)N=C1C,-15%,-10%,4%,-9%,-2%,?,-5%,?,116%[activator]
COc1ccc(-c2ccc(-c3noc(C)n3)c(OC)n2)cc1,-9%,-10%,3%,-3%,3%,4%,-5%,-5%[12.7 µM],20%
CN(C(=O)CSc1nnc2n1CCCCC2)C1(C#N)CCCCC1,.,-19%,44%[activator],.,.,.,-6%,.,-4%
O=C(O)CCC(=O)Nc1nc(-c2ccccc2)cs1,-2%,-16%,1%,-1%,1%,-5%,-16%,24%[59 µM],-7%

# Only part of the results is shown; the hit share may differ from the screen's.
